High-throughput results (PubChem)
PAFAH2 inh – PAFAH2 (human) inhibition; Q99487; recombinant PAFAH2, FP-rhodamine activity probe, fluorescence polarization; inhibition, % at 3.39 µM; 0.99% of 340,000 active;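 active means inhibition above the mean over all tested compounds plus 3 SD, cut at about 30% in these data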;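 further: inhibitors block probe labeling of enzyme so polarization drops; 0% = enzyme with DMSO and 100% = wells lacking PAFAH2 protein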
Fam108B inh – blocks mouse Fam108B hydrolase in RBBP9 counter-screen. inhibition, % at 9.51 µM. recombinant Fam108B, FP-Rh probe fluorescence polarization. 0.33% of 300,000 active;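 active means inhibition above the screen mean inhibition plus 3 SD, computed separately per campaign, cut at about 18% in these data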;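 further: inhibitors lower polarization as less probe binds the enzyme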
GSTO1 counter – counter-screen for RBBP9 inhibitors: inhibitors of human GSTO1 | recombinant GSTO1, activity-based probe fluorescence polarization | inhibition, % at 5.96 µM | 1.1% of 300,000 active;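 active means inhibition above the campaign mean inhibition plus 3 SD, cut at about 35% in these data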;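 further: 0% = GSTO1-1 with DMSO and 100% = wells lacking GSTO1-1 enzyme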
Target sequence (P78417 whole entry, looked up): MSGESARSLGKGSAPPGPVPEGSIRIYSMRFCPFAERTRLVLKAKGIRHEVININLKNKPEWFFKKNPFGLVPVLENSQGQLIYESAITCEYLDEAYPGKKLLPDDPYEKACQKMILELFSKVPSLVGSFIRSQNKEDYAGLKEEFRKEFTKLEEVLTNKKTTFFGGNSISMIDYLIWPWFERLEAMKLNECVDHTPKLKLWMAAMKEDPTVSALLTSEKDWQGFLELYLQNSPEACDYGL
pPAFAH FP inh – pPAFAH (human) enzyme inhibition; recombinant pPAFAH, FP-rhodamine probe fluorescence polarization; inhibition, % at 3.39 µM; 1.5% of 330,000 active; AID 463082;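 active means inhibition above the mean inhibition across the screen plus 3 SD, cut at about 25% in these data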;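 further: inhibitors block binding of the rhodamine activity-based probe so polarization drops; 0% = enzyme with DMSO and 100% = wells lacking pPAFAH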
LYPLA1 counter – counter-screen for PME1 inhibitors: inhibitors of human LYPLA1; recombinant LYPLA1, FP-Rh probe fluorescence polarization; AID 2174; O75608; 0.16% of 320,000 active; inhibition, % at 5.9 µM;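 active means inhibition above the mean of all tested compounds plus 3 SD, set per campaign, cut at about 14% in these data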;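 further: inhibitors block serine hydrolase probe labeling of LYPLA1 so polarization falls; 0% = enzyme with DMSO and 100% = wells lacking LYPLA1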
PME-1 inh – PME-1 (human) inhibition; inhibition, % at 5.9 µM; recombinant PME-1, FP-Rh probe fluorescence polarization; Q9Y570; AID 2130; 0.53% of 320,000 active;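 active means inhibition above the campaign mean of all compounds plus 3 SD, cut at about 26% in these data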;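 further: competitive labeling of PME-1 active site by serine hydrolase directed probe; 0% = PME-1 with DMSO and 100% = wells lacking PME-1 enzyme; inhibitors block probe labeling so polarization falls and inhibition rises; many of its hits are not listed in these tables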
PAD4 FP inh – PAD4 (human) enzyme inhibition; Q9UM07; recombinant PAD4, RCA probe fluorescence polarization; inhibition, % at 6.36 µM; 0.41% of 330,000 active; AID 485272;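 active means percent inhibition above a cutoff equal to the mean of all tested compounds plus 3 SD, cut at about 15% in these data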;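 further: 0% = PAD4 with RCA probe and DMSO and 100% = probe without PAD4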
Target sequence (Q9UM07 whole entry, looked up): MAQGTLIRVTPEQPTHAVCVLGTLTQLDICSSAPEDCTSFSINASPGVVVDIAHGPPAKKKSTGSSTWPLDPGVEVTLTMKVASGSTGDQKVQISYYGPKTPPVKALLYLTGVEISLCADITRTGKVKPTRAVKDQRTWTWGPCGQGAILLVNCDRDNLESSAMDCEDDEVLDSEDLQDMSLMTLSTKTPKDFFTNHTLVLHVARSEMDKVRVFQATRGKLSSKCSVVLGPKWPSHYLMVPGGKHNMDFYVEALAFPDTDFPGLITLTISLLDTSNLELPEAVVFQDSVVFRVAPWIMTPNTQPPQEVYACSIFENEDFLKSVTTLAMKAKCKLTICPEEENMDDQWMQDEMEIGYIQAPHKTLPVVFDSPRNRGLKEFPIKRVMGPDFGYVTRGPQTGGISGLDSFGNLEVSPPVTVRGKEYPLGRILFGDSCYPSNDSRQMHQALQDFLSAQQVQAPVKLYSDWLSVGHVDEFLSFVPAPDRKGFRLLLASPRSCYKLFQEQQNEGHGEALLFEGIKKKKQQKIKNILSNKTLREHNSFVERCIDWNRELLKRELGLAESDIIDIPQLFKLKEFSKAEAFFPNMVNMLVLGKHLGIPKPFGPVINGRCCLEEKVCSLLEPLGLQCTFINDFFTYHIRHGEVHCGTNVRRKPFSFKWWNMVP
PAFAH1B3 FP inh – inhibitors of human PAFAH1B3; inhibition, % at 3.39 µM; 0.28% of 340,000 active; AID 492972; Q15102; recombinant PAFAH1B3, FP-rhodamine probe, fluorescence polarization;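 active means inhibition above the screen-wide average of all tested compounds plus 3 SD, cut at about 25% in these data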;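 further: 0% = enzyme with DMSO only and 100% = wells lacking PAFAH1B3 protein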
PAFAH1B2 inh – blocks human PAF acetylhydrolase 1b catalytic subunit 2; recombinant PAFAH1B2, FP-rhodamine activity probe, fluorescence polarization; inhibition, % at 3.39 µM; 1.2% of 340,000 active; AID 492953;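 active means inhibition above the mean of all tested compounds plus 3 SD, cut at about 24% in these data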;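 further: 0% = enzyme with DMSO and 100% = wells lacking PAFAH1B2; many of its hits are not listed in these tables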
Active calls of the source: *; / = not tested or not shown; & = joins results of further samples. The list is partial; the hit share may differ from the screen's.

SMILES	PAFAH2 inh	Fam108B inh	GSTO1 counter	pPAFAH FP inh	LYPLA1 counter	PME-1 inh	PAD4 FP inh	PAFAH1B3 FP inh	PAFAH1B2 inh
CN(C)C(=O)Oc1cc(OC(=O)N(C)C)cc(C(O)CNC(C)(C)C)c1 (stereo unspecified)	1&-8	3&-5	4&7	-2&2	0&-3	-7&-5	3&3	0&4	6&-2
COc1ccc(CCN(C)Cc2ccc(F)cc2F)cc1OC	3	2	0	-1	-1	-1	0	-4	7
CCc1ccc(N2C(=O)NC(=O)C(CCc3ccncc3)(CCc3ccncc3)C2=O)cc1	1	9	10	-2	1	-9	2	-4	1
Cc1cccc(NC(=O)CN2CCN(C(=O)COc3cccc(Br)c3)CC2)c1C	-5	/	/	1	-1	2	-1	-1	1
CC1(C)C2CC=C(CN3CCC(O)CC3)C1C2 (stereo unspecified)	-2	1	1	2	-1	5	-5	-2	3
Fc1ccc(CCNCc2ccc(Br)cc2)cc1	1	-1	5	7	2	6	-4	-5	-2
CCC(=NCC1CCCO1)c1c(O)n(-c2ccc(OC)cc2)c(=O)[nH]c1=O (stereo unspecified)	3	1	0	1	4	3	4	10	9
CC(=O)c1ccc(OC(NC(=O)c2ccco2)C(Cl)(Cl)Cl)cc1 (stereo unspecified)	1	-5	9	1	-1	5	1	3	4
COC(=O)C1=C(c2cc3ccccc3o2)C[C@@H]2CC[C@H]1N2C(=O)N1CCC(C)CC1	-7	1	1	4	1	-2	3	0	1
Cc1cccc(-n2c(C)nc3cc(C(=O)N4CCC5(CC4)OCCO5)ccc32)c1	5	2	4	17	3	3	0	7	7
CC(=O)O[C@@]12CO[C@@H]1C[C@H](O)[C@@]1(C)C(=O)[C@H](O)C3=C(C)[C@@H](O)C[C@@](O)([C@@H](OC(=O)c4ccccc4)C12)C3(C)C (stereo partly specified)	3	0	0	5	4	0	2	6	0
C/C=C/c1ccc2c(c1)OCO2	4	/	/	-2	3	-5	-11	6	0
CCCCn1c(O)c(C(C)=Nc2ccc(OCC)cc2)c(=O)[nH]c1=O	6	2	-1	8	0	-1	1	3	3
CC(C)c1ccc(C2N3CCCN23)cc1 (stereo unspecified)	2	4	3	-1	4	4	2	-1	2
N#Cc1ccc(Cn2cc(C(=O)c3ccco3)c3ccccc32)cc1	1	-6	2	0	-4	3	0	5	2
COC(=O)C1=C(c2ccc(-c3ccccc3)c(F)c2)C[C@@H]2CC[C@H]1N2C(=O)NCc1ccc(F)cc1	-3	/	/	2	-4	-10	2	-4	0
CCOC(=O)C1=C(C)OC(N)=C(C(=O)OCC)[C@@]12C(=O)N(CC(N)=O)c1ccccc12	-2	2	7	3	-1	-1	5	9	4
O=C(c1ccccc1F)N1C[C@H]2C[C@@H](C1)c1cccc(=O)n1C2	0	2	-1	2	-1	0	-2	-2	11
Cc1cccc(N2CCN(Cc3ccc4c(c3)OCO4)CC2)c1C	-1	4	5	3	3	4	-1	1	5
CCC(=NCC1CCCO1)c1c(O)[nH]c(=O)[nH]c1=O (stereo unspecified)	1	-1	-4	7	2	-3	1	6	0
Cc1c(Oc2cc(NN3CCCCC3)c([N+](=O)[O-])cc2[N+](=O)[O-])cccc1[N+](=O)[O-]	-1	2	1	4	1	6	0	3	1
CC1(C)CC(=O)c2cc(OCC(=O)N3CCN(Cc4ccccc4)CC3)ccc2O1	-10	-3	1	2	2	5	-8	10	2
O=c1c2ccccc2nc(/C=C/c2ccccc2O)n1-c1ccccc1O	1	-2	-23	4	-4	-12	-7	5	2
Clc1ccc2c(N3CCNCC3)ccnc2c1	-7	-1	-2	-1	5	4	-2	6	6
Cc1ccc2c(c1)CCCN2N=O	6	-3	7	3	1	4	7	-6	1
Carrying on:
SMILES	PAFAH2 inh	Fam108B inh	GSTO1 counter	pPAFAH FP inh	LYPLA1 counter	PME-1 inh	PAD4 FP inh	PAFAH1B3 FP inh	PAFAH1B2 inh
CNC(=O)O/N=C(\N)Cc1csc2ccccc12	4	1	1	6	2	1	4	2	7
NC(Cc1nc2ccccc2[nH]1)c1ccc(Cl)cc1 (stereo unspecified)	4	-2	6	-8	0	-14	2	4	3
COc1ccccc1OCC#CCN1CCCC1	1	2	10	-2	0	2	3	0	6
Cc1ccc(N2C(=O)NC(=O)C(CCc3ccccn3)(Cc3cccc(Cl)c3Cl)C2=O)cc1 (stereo unspecified)	1	-3	-4	2	-1	-1	-4	-7	1
CCOC(=O)C(O)(c1ccc(NC(=O)Oc2ccccc2)cc1)C(F)(F)F (stereo unspecified)	-7	1	9	-1	0	-6	1	-2	0
CCOC(=O)C(O)(c1ccc(NC(=O)NC)cc1)C(F)(F)F (stereo unspecified)	/	-2	-13	-1	-2	3	-1	/	/
CN(CCc1nnc(N)s1)[N+](=O)[O-]	2	0	0	1	-2	-6	-1	6	3
Cc1cc(OC(=O)N(C)C)nc(-c2ccc(C)c(Cl)c2)n1	3	3	4	-4	-1	-2	4	-1	-2
C[N+]1(CC(COCc2ccccc2)OC(=O)Cc2ccccc2)CCOCC1 (stereo unspecified)	1	4	-3	5	3	3	-4	1	-2
O=P(O)(O)Cc1ccccc1OP(=O)(c1ccccc1)c1ccccc1	9	-2	-4	-3	0	-9	2	3	4
CCCCc1nc(N2CCNCC2)c(C#N)c2c1CSC(C)(C)C2	-6	0	0	8	0	-5	1	0	8
O=c1cc(CN2CCNCC2)nc2sccn12	-4	1	-7	2	-7	-5	-2	1	-3
Cc1cc(OCC(=O)N[C@H](C(=O)O)c2ccccc2)c2c3c(c(=O)oc2c1)CCC3	4	1	-1	9	7	-9	-1	13	2
O=c1[nH]c(=O)n(-c2ccc(F)cc2)c(O)c1C=NCCN1CCCCC1	1	1	-4	-2	0	-1	2	-3	11
C/C(=N\Nc1ccccc1)c1c(O)n(Cc2ccccc2)c(=O)[nH]c1=O	-1	0	-4	12	-6	2	-20	8	1
O=C(Nc1ccc(F)c([N+](=O)[O-])c1)N1C[C@H]2C[C@@H](C1)c1cccc(=O)n1C2	0	-2	4	4	-1	-1	5	-1	0
C[C@]12CCC(=O)C=C1CCC1C2CC[C@@]2(C)C1CC[C@@]2(O)CC#N (stereo partly specified)	1	-7	-8	2	0	-4	-2	-4	-8
O=C(CN1CC=C(c2ccccc2)CC1)Nc1cc(Cl)ccc1Cl	3	-5	0	1	-3	9	0	0	6
COc1cc(CNCCc2c[nH]c3ccccc23)cc(OC)c1	3	1	-5	4	3	9	-4	-10	7
Cc1ccc(O)c(C(=O)c2cc(C(=O)NCCC(C)C)c(=O)n(CCC(C)C)c2)c1	-7	-4	-6	-6	-4	-4	-6	-2	1
CCCNC(=O)N1[C@H]2CC[C@@H]1C(C(=O)OC)=C(c1c(C)noc1C)C2	-2	/	/	2	0	-3	-6	3	4
CCCCn1c(O)c(C(C)=Nc2ccc(C(=O)O)cc2)c(=O)[nH]c1=O	4	1	-2	1	-4	-3	1	-4	7
Cc1ccc2c(c1)C1CN(C)CCC1N2C(=O)c1cccnc1Cl (stereo unspecified)	-6	-5	7	5	1	-1	2	-3	5
CC(=O)c1ccc(OC(C)C)c(Cc2c(O)[nH]c(=S)[nH]c2=O)c1	10	-2	4	1	1	-3	-4	8	5
CC(C)(C)C(=O)OC[N+](C)(C)CCOC(=O)C(O)(c1ccccc1)C1CCCC1 (stereo unspecified)	-19	-2	-5	5	0	-2	1	1	4
More results.
SMILES	PAFAH2 inh	Fam108B inh	GSTO1 counter	pPAFAH FP inh	LYPLA1 counter	PME-1 inh	PAD4 FP inh	PAFAH1B3 FP inh	PAFAH1B2 inh
CCCOC(=O)c1c(N)n(Cc2cccs2)c2nc3ccccc3nc12	-11	-1	42*	13	-6	9	-19	8	1
C[C@]12CC[C@H](OC(=O)CCC(=O)O)CC1=CCC1C2CC[C@@]2(C)C1CC[C@@H]2OC(=O)CCC(=O)O (stereo partly specified)	-3	/	/	1	/	/	1	7	4
CCOP(=O)(Cc1ccc(C(=O)CC)o1)OCC	-6	-1	-3	6	4	5	3	7	5
COC(=O)C1=C(c2ccccc2)C[C@@H]2CC[C@H]1N2C(=O)NCc1ccccc1	-7	-2	-1	-4	-3	0	-2	6	-3
CCN1C(=O)C(=Cc2c(C)n(CC(=O)NCC3CCCO3)c3ccccc23)C(=O)N(CC)C1=S (stereo unspecified)	-24	-12	-21	-6	-18	-25	0	-15	-2
Cc1ccccc1C1=NCC(=O)N(CC(=O)NCc2ccco2)c2sc3c(c21)CCCC3	-11	0	-7	4	1	-4	1	2	3
C[C@@H]1O[C@@H](O[C@@H]2C=C3CC[C@@H]4C(CC[C@]5(C)[C@@H](c6ccc(=O)oc6)CC[C@]45O)[C@@]3(C)CC2)[C@H](O)[C@H](O)[C@H]1O (stereo partly specified)	-2	/	/	1	2	-3	2	5	4
Oc1ccccc1-[n+]1c(-c2ccccc2)cc(-c2ccccc2)c(O)c1-c1ccccc1	6	3	14	4	-3	2	-1	12	4
COc1ccc(Oc2c(C)oc3cc(OC(=O)N(C)C)ccc3c2=O)cc1	2	-2	-2	2	0	9	1	1	1
COc1ccc(C2SCC(=O)Nc3c2c(=O)[nH]n3C2CCCCC2)cc1 (stereo unspecified)	0	-2	3	5	-1	-2	-7	-2	5
C=Cn1ccnc1P(=S)(c1ccccc1)c1nccn1C=C	-7	3	1	1	1	7	0	13	-1
OC(CN1CCOCC1)c1csc2ccccc12 (stereo unspecified)	8	0	5	-2	-2	10	0	0	3
C=CCN1CC[C@]23c4c5ccc(O)c4O[C@H]2/C(=N/NC(=O)c2ccccc2)CC[C@@]3(O)[C@H]1C5	0	1	4	0	-1	-2	-1	9	2
O=[N+]([O-])c1cc([As](=O)(O)c2ccc(O)c([N+](=O)[O-])c2)ccc1O	1	-1	28	2	-3	-12	6	5	4
O=C1/C(=C\c2ccccc2)C2OCC=C3CN4CCC56c7ccccc7N1C5C2C3CC46 (stereo unspecified)	4	4	2	-4	-3	-9	-4	0	-5
Cc1c(C(=O)c2cccc3ccccc23)c2cccc3c2n1[C@H](CN1CCOCC1)CO3	1	-7	-9	2	-4	-2	-3	7	-3
O=C(O)c1c[nH]c2ccc(S(=O)(=O)N(CCCl)CCCl)cc12	15	2	16	-7	-1	5	-2	5	37*
c1ccc(CCNCc2cccnc2)cc1	4	-1	6	0	3	-1	-3	5	6
O=c1[nH]c(=O)n(CCc2ccccc2)c(O)c1C=NCCN1CCNCC1	6	6	10	2	2	0	-1	0	8
Cc1cc(OC(=O)c2cccs2)c2c3c(c(=O)oc2c1)CCCC3	6	4	1	19	1	4	-5	1	-1
COC(=O)C1=C(c2cc3ccccc3s2)C[C@@H]2CC[C@H]1N2C(=O)NCc1ccc(F)cc1	4	-3	-1	4	-3	0	4	-4	-2
CC1CC(OC(=O)c2ccccc2)(c2ccccc2)C(C)CN1C (stereo unspecified)	6	-1	3	4	-2	9	-1	1	4
C[C@]12CC[C@H](O)CC1=CCC1C2CC[C@]2(C)C(=O)[C@H](Br)CC12 (stereo partly specified)	10	/	/	-3	/	/	-3	18	4

Some of the entries above in a different format.
OC(CN1CCOCC1)c1csc2ccccc12 (stereo unspecified)
  PAFAH2 inh: 8
  Fam108B inh: 0
  GSTO1 counter: 5
  pPAFAH FP inh: -2
  LYPLA1 counter: -2
  PME-1 inh: 10
  PAD4 FP inh: 0
  PAFAH1B3 FP inh: 0
  PAFAH1B2 inh: 3
C=CCN1CC[C@]23c4c5ccc(O)c4O[C@H]2/C(=N/NC(=O)c2ccccc2)CC[C@@]3(O)[C@H]1C5
  PAFAH2 inh: 0
  Fam108B inh: 1
  GSTO1 counter: 4
  pPAFAH FP inh: 0
  LYPLA1 counter: -1
  PME-1 inh: -2
  PAD4 FP inh: -1
  PAFAH1B3 FP inh: 9
  PAFAH1B2 inh: 2
